Compound activity deposited in PubChem BioAssay by several laboratories.
Rtt109 Vps75: inhibitors of Candida albicans Rtt109/Vps75 histone acetyltransferase; 0.16% of 330,000 active; AID 540336; Q5AAJ8; inhibition, % at 34.9 µM; purified Rtt109/Vps75, ThioGlo CoA-SH fluorescence, 4 h;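 active means inhibition of at least 50% in every replicate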
CDK5 p35 inh: CDK5/p35 (human) kinase inhibition | Q00535+Q15078 | Recombinant CDK5/p35, ADP-Glo luminescence, 60 min | inhibition, % at 10 µM | 0.01% of 330,000 active | AID 488839;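 active means highest replicate inhibition of at least 50% and at least 75% of replicates reaching 50%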;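 further: plate controls were DMSO neutral control for no effect and GW8510 at 10 µM for full effect; many of its hits are not listed in these tables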
Target sequence (Q00535 whole entry, looked up): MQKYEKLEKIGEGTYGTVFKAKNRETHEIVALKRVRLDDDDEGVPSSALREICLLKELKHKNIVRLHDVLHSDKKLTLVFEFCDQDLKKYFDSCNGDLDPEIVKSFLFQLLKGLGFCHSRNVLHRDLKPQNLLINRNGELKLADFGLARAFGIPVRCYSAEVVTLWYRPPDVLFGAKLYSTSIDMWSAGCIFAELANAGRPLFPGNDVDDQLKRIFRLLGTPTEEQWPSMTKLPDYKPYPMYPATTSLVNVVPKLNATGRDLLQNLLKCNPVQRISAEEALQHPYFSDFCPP
Target sequence (Q15078 whole entry, looked up): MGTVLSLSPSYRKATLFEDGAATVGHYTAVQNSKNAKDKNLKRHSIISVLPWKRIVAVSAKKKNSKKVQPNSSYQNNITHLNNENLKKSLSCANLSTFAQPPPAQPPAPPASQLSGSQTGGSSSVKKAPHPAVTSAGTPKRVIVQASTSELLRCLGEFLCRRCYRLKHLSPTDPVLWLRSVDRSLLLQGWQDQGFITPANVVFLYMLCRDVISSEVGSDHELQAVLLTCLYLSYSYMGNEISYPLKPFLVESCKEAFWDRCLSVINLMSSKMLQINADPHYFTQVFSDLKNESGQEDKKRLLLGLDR
C-LANA FP: KSHV C-LANA DNA binding inhibition; 0.078% of 340,000 active; inhibition, % at 9 µM; MBP-C-LANA/FAM-LBS DNA binding, fluorescence polarization; AID 504423;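 active means highest replicate inhibition at or above 60% at 9 µM, even if other replicates fall short; inactive means all replicates below 60% inhibition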;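 further: 0% = neutral control wells and 100% = 4 µM acridine orange control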
RTF Ca sens act: cardiac RTF calcium sensitization; P19429+P45379; IANBD-labeled TnC RTF fluorescence at EC20 calcium; 0% EC20 calcium, 100% full calcium; activation, % at 7.2 µM; 0.24% of 340,000 active;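 active means activation above the mean over all tested compounds plus 3 SD, cut at about 30% in these data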;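 further: rise in fluorescence read as greater calcium sensitivity of cardiac thin filaments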
Keap1-Nrf2 PPI: Keap1-Nrf2 (human) interaction inhibition; Keap1 Kelch-Nrf2 peptide fluorescence polarization, 1536-well; Q14145; inhibition, % at 9.4 µM; 0.15% of 340,000 active; AID 504523; in the data active means inhibition above about 12%;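 further: human Keap1 Kelch domain with fluorescein labeled Nrf2 9mer peptide probe; 0% = neutral control wells and 100% = peptide positive control; higher means more block of Keap1 binding to Nrf2 peptide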
NSD2 inh: inhibitors of human histone methyltransferase NSD2 | NSD2 peptide methylation, AlphaScreen, 120 min | inhibition, % at 12.5 µM | 0.54% of 310,000 active | AID 743445; in the data active means inhibition above about 50%
Cardiac RTF inh: cardiac RTF calcium desensitization; P19429+P45379; IANBD-labeled cardiac RTF, Ca2+ fluorescence; inhibition, % at 7.15 µM; 0.12% of 340,000 active;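 active means inhibition above the mean inhibition of all tested compounds plus 3 SD, cut at about 17% in these data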;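 further: assay run at fixed EC70 calcium of 1.6 mM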
dFosB activator: enhances mouse delta FosB homodimer DNA binding; P13346; purified delta FosB, TAMRA-CDK5 oligo fluorescence polarization; percent of positive-control signal above neutral wells; activation, % at 25 µM; 0.99% of 340,000 active; AID 493131;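 active means mean activation above about 17%, with every replicate also reaching it, limit read from the data, passing the limit was not always enough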;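 further: fluorescence polarization rise as delta FosB binds a TAMRA Cdk5 AP-1 oligo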
Target sequence (P13346 whole entry, looked up): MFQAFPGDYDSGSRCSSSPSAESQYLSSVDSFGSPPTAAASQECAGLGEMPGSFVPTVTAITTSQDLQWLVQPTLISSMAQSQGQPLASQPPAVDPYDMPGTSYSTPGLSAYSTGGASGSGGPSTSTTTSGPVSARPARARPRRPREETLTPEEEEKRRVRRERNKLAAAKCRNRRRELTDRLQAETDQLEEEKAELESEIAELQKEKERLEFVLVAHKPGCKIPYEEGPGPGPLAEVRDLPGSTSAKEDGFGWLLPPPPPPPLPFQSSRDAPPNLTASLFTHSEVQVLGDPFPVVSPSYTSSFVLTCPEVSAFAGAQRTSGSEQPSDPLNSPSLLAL
Mot1-301 SUMO: SUMOylation pathway inhibition by Mot1-301 growth rescue; 1% of 320,000 active; S. cerevisiae Mot1-301 growth rescue, ATP luminescence, 38.5C; percent above DMSO median, 100 means doubled; growth rescue, % at 18.8 µM; AID 2716;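 active means every valid replicate shows activation above 250% relative to neutral control wells; inactive means the rest, any valid replicate at or below 250%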;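 further: OY570 slx delta 5 strain wells were the positive control but not used for scaling; some compounds called inactive have numbers as strong as hits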
PvdQ acylase: blocks Pseudomonas aeruginosa PvdQ acylase activity; inhibition, % at 10 µM; AID 488965; 0.063% of 340,000 active; purified PvdQ acylase, fluorescence plate reader; in the data active means inhibition above about 30%, passing the limit was not always enough;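 further: 0% = vehicle neutral wells and 100% = reference inhibitor wells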
PfHsp90 set2: inhibits growth of yeast expressing Plasmodium falciparum Hsp90; S. cerevisiae expressing PfHsp90, BacTiter-Glo ATP, 48 h; yeast lacking PDR1 and PDR3 efflux regulators; inhibition, % at 9.4 µM; 0.32% of 310,000 active; AID 504621;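 active means every replicate shows inhibition above about 80%, whatever the replicate mean, limit read from the data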;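 further: 0% = DMSO neutral controls and 100% = 20 µM radicicol positive controls; yeast relying on Plasmodium falciparum Hsp90 in place of its own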
Active calls of the source: *; x = not tested or not shown. This is a random part of the collection (roughly 3.2% active in at least one column).

Sample of the layout, two compounds:
smiles	Rtt109 Vps75	CDK5 p35 inh	C-LANA FP	RTF Ca sens act	Keap1-Nrf2 PPI	NSD2 inh	Cardiac RTF inh	dFosB activator	Mot1-301 SUMO	PvdQ acylase	PfHsp90 set2
CCCOc1ccc(C2C(C(=O)c3cc4ccccc4o3)=C(O)C(=O)N2c2cc(C)on2)cc1OC (stereo not given)	5	0.8	-0.2	-1	-4	6	-3	-3	-3	-8	-7
N#Cc1ccccc1S(=O)(=O)N1CCN(C(=O)c2cn(-c3ccccc3)nc2-c2cccnc2)CC1	-20	0.3	1.2	-3	-1	0	2	-10	0	-12	0

The whole of this part, from the start:
smiles	Rtt109 Vps75	CDK5 p35 inh	C-LANA FP	RTF Ca sens act	Keap1-Nrf2 PPI	NSD2 inh	Cardiac RTF inh	dFosB activator	Mot1-301 SUMO	PvdQ acylase	PfHsp90 set2
CCCOc1ccc(C2C(C(=O)c3cc4ccccc4o3)=C(O)C(=O)N2c2cc(C)on2)cc1OC (stereo not given)	5	0.8	-0.2	-1	-4	6	-3	-3	-3	-8	-7
N#Cc1ccccc1S(=O)(=O)N1CCN(C(=O)c2cn(-c3ccccc3)nc2-c2cccnc2)CC1	-20	0.3	1.2	-3	-1	0	2	-10	0	-12	0
CCOC(=O)C1=C(C)NC(C)=C(C(=O)OCC)C1C(=O)OCC(=O)NCCc1ccccc1	0	-0.9	-1.1	-6	2	-8	3	-5	-28	-2	x
Cc1ccc(NC(=O)C2CCCN(S(=O)(=O)c3ccc4c(c3)oc(=O)n4C)C2)nc1 (stereo not given)	-18	-0.1	2.1	-1	-1	x	-4	-4	-8	-9	-3
CCOC(=O)Cn1cc(Cl)cc(C(=O)Nc2ccccc2)c1=O	-2	1.9	-2.2	3	-5	-1	-4	-20	7	-10	25
COc1ccccc1N1CCN(C(=O)CSc2ncnc3scc(-c4ccccc4)c23)CC1	-5	0.3	3.2	3	-4	-2	11	1	6	2	8
O=C1N(CCCl)c2ccc(Br)cc2C12OCCO2	-6	1.2	0.2	4	-2	-2	-13	-9	-2	-15	-14
COCCn1c(C)cc(/C=C(\C#N)C(=O)OC(C)C(=O)Nc2ccc(NC(C)=O)cc2)c1C (stereo not given)	-4	0.6	-1.0	-6	2	-3	-8	10	-23	-11	x
Cc1ccc(NC2=CC(=O)OC(C)C2)cc1 (stereo not given)	-6	1.0	-0.6	-3	-2	-1	0	-1	x	-6	3
CC(=O)NC(c1cccc([N+](=O)[O-])c1)c1ccc2cccnc2c1O (stereo not given)	-13	-0.2	-1.3	4	-1	0	-13	-11	87	-10	33
CCCCc1nc2cc(C(=O)NC(C)c3cnn(C)c3)ccc2o1 (stereo not given)	-8	0.4	1.0	-1	7	-2	-3	-1	42	-2	3
O=C(CSc1nc(=O)n2ccccc2n1)N1CCN(c2ccccc2)CC1	48	1.7	3.0	4	-4	-1	-5	-2	559*	4	x
CCN(CC)C(=O)Cn1cc(SCC(=O)Nc2cc(C)on2)c2ccccc21	4	2.0	-0.8	6	1	4	-2	0	-25	-5	-20
Cc1ccc(NC(=O)CS(=O)CC(=O)NCCCN(C)c2ccccc2)cc1 (stereo not given)	2	-0.8	0.5	-10	0	-3	-3	4	3	-7	x
O=C(Cc1cccs1)N1CCN(S(=O)(=O)c2ccc(F)cc2)CC1	-3	0.5	1.4	-3	5	2	-8	6	91	-13	-9
O=C(OCc1nnc(-c2ccc([N+](=O)[O-])cc2)o1)C1CCN(C(=O)c2ccc(Cl)cc2)CC1	-10	-1.8	0.3	-14	-5	4	0	-10	x	17	2
O=C(Nc1cccc(Oc2ccc3c(c2)C(=O)NC3=O)c1)c1ccco1	-6	0.8	-1.3	4	0	7	-8	-15	-13	-6	18
Cc1nc(SCC(=O)Nc2cccc(S(=O)(=O)N3CCOCC3)c2)nc(C)c1C	-2	0.6	-1.0	-2	-1	-1	8	4	-7	-7	x
Cc1nc(C)c(-c2ccnc(/N=C/NO)n2)s1	-3	1.7	0.7	1	2	-1	-2	-9	9	5	-6
O=C(CSc1nnc2ccccn12)c1ccc(Cl)cc1	1	-2.1	0.4	1	-1	0	-16	-7	-15	-4	-17
COCc1c(C(=O)OC)nnn1-c1ccc(C(F)(F)F)cc1[N+](=O)[O-]	-4	-0.2	1.0	5	1	6	-2	3	2	-21	22
Cc1ccc(S(=O)(=O)NC(C)C(c2cccs2)N2CCN(C)CC2)cc1 (stereo not given)	-4	-1.8	2.0	7	-1	3	-4	-10	458	-8	-3
Cc1cccnc1Nc1nc(-c2ccc(F)cc2)cs1	-7	0.0	0.7	-4	3	1	4	5	1	-5	13
C=CCNC(=S)NN(c1ccccc1)c1ccccc1	3	-0.8	-1.4	-1	1	0	-10	0	492	-10	14
COc1ccc(C(=O)Nc2ccccc2-c2ccccc2)cc1Cl	1	-2.3	-1.6	15	-6	-4	0	-11	-1	-14	-1
CC(=O)c1c(-c2ccc(Cl)cc2Cl)noc1C	-7	1.1	-1.6	0	-7	0	-8	0	103	-8	1
CCCCN1CC[C@@H]2C=CC[C@H](C(=O)OC)[C@@H]2C1=O	-1	1.5	1.0	0	-3	x	-5	0	x	-7	-9
CC(C)OC(=O)NC(c1ccccc1)C(Cl)(Cl)Cl (stereo not given)	7	2.0	-2.6	0	-4	-2	-3	1	-4	8	8
CCc1ccccc1NC(=S)NC1CC2CCCC(C1)N2Cc1cccs1 (stereo not given)	-8	-1.4	1.0	-15	-4	14	-5	-11	10	-3	-6
Cc1cc(=O)[nH]c(SCC(=O)N2CCCC2)n1	-5	0.9	-0.8	-4	-8	2	-10	6	-22	2	-14
Cc1ccc(S(=O)(=O)N2CCN(Cc3cccc(C)c3O)CC2)cc1	5	0.1	-1.4	0	-2	-3	-12	-2	3	-15	-5
Cc1cc(C2=NNC(=NCc3ccccc3)SC2)c(C)n1-c1c(C)n(C)n(-c2ccccc2)c1=O	7	1.0	-2.6	4	-10	1	-5	-12	x	-15	-27
COc1ccc(CN2C(=O)NC3(CCOc4ccccc43)C2=O)cc1F (stereo not given)	3	0.3	3.1	-2	5	0	0	1	6	-4	2
O=C(COc1cc(O)c2c(=O)cc(-c3ccccc3)oc2c1)c1ccccc1	2	0.9	0.1	0	-1	3	-2	-10	1	-17	8
COc1ccc(N2CCN(C(=O)CSc3ncnc4scc(-c5ccc(C)cc5)c34)CC2)cc1	13	0.0	-0.5	-6	0	1	-7	-5	8	0	x
CCCCN1Cc2c(nc3cc(-c4ccco4)[nH]n3c2=O)C1=O	-3	-0.1	3.3	3	-3	6	-6	-4	-1	-22	1
COC(=O)c1sccc1-c1ccc(C(=O)Nc2ccccc2)o1	3	-1.8	-1.0	0	-7	-2	-4	-22	22	-8	5
Cc1c(NC(=O)c2cc(-n3cnnc3)ccc2Cl)cccc1-c1nc2ccccc2s1	-3	-3.1	-1.9	3	0	0	-19	31*	-9	-14	-8
CN(Cc1ccco1)S(=O)(=O)c1nnc(NC(=O)c2ccccc2Cl)s1	-11	-7.2	3.1	0	-1	2	-7	-13	25	-8	4
Cc1ccc(NC2c3ncccc3C(=O)N2Cc2ccc(F)cc2)cc1 (stereo not given)	3	1.0	1.6	-3	3	1	-3	-2	5	-13	17
O=c1c2oc3ccccc3c2[nH]c(=S)n1-c1ccccc1	0	0.7	1.1	5	-1	0	-7	-1	6	-8	-19
CCSc1ncc(Cl)c(C(=O)Nc2ccccc2C)n1	-4	-0.6	0.3	0	1	2	-1	1	-11	13	-15
CCCC(NC(=O)c1ccccc1)c1nc2ccccc2n1Cc1ccc(C(=O)OC)o1 (stereo not given)	-3	2.9	1.4	8	-2	-4	4	5	227	-3	2
Cc1cccc(OCc2n[nH]c(=S)n2C2CCCCC2)c1	-2	2.3	-0.1	-3	1	x	-1	-7	334	-7	-40
CCOC(=O)C1(CCc2ccccc2)CCN(C(=O)Cc2nonc2C)CC1	-6	-0.5	-0.8	9	-3	-2	-8	-9	7	-8	-4
O=c1[nH]c(=O)n([C@H]2C[C@H](O)[C@@H](CO)O2)cc1C(F)(F)F	4	-1.6	-0.6	-1	6	x	9	1	-1	9	41
CN(CC(=O)Nn1cnnc1)S(=O)(=O)c1cc(Cl)ccc1Cl	-1	-0.7	-0.7	-2	2	-2	-4	1	-10	-3	-9
CCn1cc(C(=O)NCCCN2CCCC(C)C2)c(=O)c2cc(S(=O)(=O)N3CCOCC3)ccc21 (stereo not given)	-15	0.3	-0.5	2	-5	1	-2	-3	8	-22	-9
CCOC(=O)c1c(SCCN2CCCC2)n(-c2ccccc2)c(=S)n(-c2ccccc2)c1=O	14	-0.2	0.3	-6	3	0	-4	0	x	2	15
CCCNC(=S)Nc1ccc(S(N)(=O)=O)cc1	-1	0.0	-0.5	x	-2	2	x	3	-6	-2	7

The list continues:
smiles	Rtt109 Vps75	CDK5 p35 inh	C-LANA FP	RTF Ca sens act	Keap1-Nrf2 PPI	NSD2 inh	Cardiac RTF inh	dFosB activator	Mot1-301 SUMO	PvdQ acylase	PfHsp90 set2
Cc1ccc2nc(NC(=O)c3ccccn3)sc2c1	3	-1.6	0.8	1	5	-6	1	-12	-31	-8	19
O=C(c1ccc(-n2cncn2)c([N+](=O)[O-])c1)N1CCN(S(=O)(=O)c2ccccc2F)CC1	1	1.4	0.5	-2	-1	0	-1	-12	0	-5	-18
O=C(NC1CCCCC1)C1CCN(S(=O)(=O)c2cccc3cccnc23)CC1	-16	1.1	1.4	-4	-5	x	-2	-5	154	-4	-12
CC(=O)N(C)C1=C(O)c2ccccc2C(=O)C1=O	7	-0.2	-2.4	1	-2	9	4	3	-9	1	9
CCCOc1ccc(/C=N/Nc2cc(N3CCOCC3)ncn2)c(O)c1	3	1.7	0.6	-8	3	1	-3	-8	-21	-1	-17
CCC(C)c1ccccc1NC(=O)c1cc(C)no1 (stereo not given)	7	1.5	1.9	-4	-2	3	6	-1	-5	7	14
CC(C)c1ccc(NC(=S)NCCc2c[nH]c3ccccc23)cc1	12	0.5	-0.1	8	-4	7	-3	2	17	3	-13
O=C1Nc2ccccc2N(O)N1c1cc(-c2ccccc2Cl)no1	8	0.5	1.1	-2	-2	4	-24	0	24	-16	3
Cc1csc2nc(O)c(C(=O)NCc3ccc4c(c3)OCO4)c(=O)n12	1	-0.3	-1.5	-6	-4	-2	-3	-4	4	-15	0
O=C(Nc1cccc2nsnc12)c1cccnc1	-2	4.3	1.3	1	-1	1	0	6	0	11	1
O=C(c1cc2ccccc2o1)N1CCN(c2cccc(C(F)(F)F)c2)CC1	-5	-0.5	2.3	2	3	0	2	5	-4	-3	3
CN(C(=O)CC1C(=O)NCCN1Cc1ccc(F)c(F)c1)C1CCCCC1 (stereo not given)	2	1.1	2.5	2	-7	7	-5	-2	-7	-5	-7
COc1ccccc1CNC(=O)COc1cc2c(c3oc(=O)cc(C)c13)CCC(C)(C)O2	-3	-1.6	1.1	0	2	x	0	-9	-4	-16	32
